D2 antag: D2 dopamine receptor (human) antagonism. HEK293 TREx D2 cells, calcium flux, dopamine EC80. P14416. AID 485344. hit rate 2% among 340,000. inhibition, % at 10 µM; in the data active = inhibition above about 30%; also: 0% is about no effect
Target sequence (P14416 whole entry, looked up): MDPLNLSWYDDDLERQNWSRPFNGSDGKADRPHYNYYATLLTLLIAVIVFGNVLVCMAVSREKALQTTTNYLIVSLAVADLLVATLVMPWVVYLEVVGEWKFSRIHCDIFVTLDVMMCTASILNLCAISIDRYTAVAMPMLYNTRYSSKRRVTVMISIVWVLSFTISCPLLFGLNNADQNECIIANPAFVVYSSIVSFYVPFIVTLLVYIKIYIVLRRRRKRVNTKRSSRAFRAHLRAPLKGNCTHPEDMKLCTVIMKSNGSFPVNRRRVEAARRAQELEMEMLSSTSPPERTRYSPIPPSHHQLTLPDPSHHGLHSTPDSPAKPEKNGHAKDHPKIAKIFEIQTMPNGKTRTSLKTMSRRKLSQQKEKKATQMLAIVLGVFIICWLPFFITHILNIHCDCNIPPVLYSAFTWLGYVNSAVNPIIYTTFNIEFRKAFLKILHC
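Read-out: kinetic calcium fluorescence (1 cycle/s) in inducible HEK293 T-REx D2 cells after an EC80 dopamine addition that followed 180 s compound preincubation. Loss of the dopamine response indicates antagonism.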
D2 ag: activates the human D2 dopamine receptor | activation, % at 2 µM | HEK293 T-REx D2 cells, calcium flux agonist mode | AID 485358 | hit rate 0.53% among 340,000;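 active = activation over 3 SD above normal in the single-dose calcium agonist read, cut at about 30% in these data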; also: 0% is about no effect
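Agonism is scored from calcium flux in a force-coupled, inducible HEK293 cell line expressing D2, read kinetically for 180 s after compound addition against dopamine controls.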
12-LOX inh: blocks human arachidonate 12S-lipoxygenase; P18054; purified 12hLO, xylenol orange hydroperoxide absorbance; Potency, µM (highest dose often 108 µM), without a hit: at the top dose activity change, negative = inhibition, most hits filed as inhibitors; hit rate 1.1% among 580,000; also: potency is read from the fitted curve at half-maximal effect; % is scaled to controls: 0 for no effect and ±100 for the full control effect
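Hydroperoxide product was detected by ferrous iron/xylenol orange as the 573 to 405 nm absorbance ratio. Arachidonic acid at 40 uM (final) was turned over for 30 min at room temperature by 150 nM human 12hLO, pH 7.0 Hepes buffer, after 15 min compound preincubation.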
Vif-APOBEC3F blk: blocks the Vif interaction with APOBEC3F | HeLa A3F-eYFP + Vif (tagged APOBEC3F with the HIV-1 protein that degrades it), YFP fluorescence increase | Potency, µM (doses to about 46.1 µM), for inactives: top-dose activity, negative = active | hit rate 0.2% among 390,000 | AID 602313; also: potency is read from the fitted curve at half-maximal effect; % of control where 0% means no effect; nearly all actives have a fitted effect of over 65% in size
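HeLa cells stably expressing A3F-eYFP plus Vif, plated and incubated overnight at 37 deg C, then exposed to compounds overnight at 37 deg C. Blocked degradation read as raised yellow fluorescence (Ex 488/Em 500-530).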
LDHA inh: inhibitors of human lactate dehydrogenase A. P00338. purified LDHA, NADH/diaphorase-resazurin fluorescence; stronger effect = lower value. activity change, % (values are at about 110 or 230 µM). hit rate 0.15% among 480,000. AID 1347041; in the data active = activity change below about -30%; inconclusive = mostly about -25% to -30%;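 also: plate controls were DMSO wells for no effect and wells without enzyme for full effect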
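LDH5 2 nM; NADH 0.06 mM, pyruvate 0.2 mM; 200 mM Tris pH 7.4, EDTA, Tween-20; 5 min RT. Detection: diaphorase 0.133 mg/mL + resazurin 37 µM, fluorescence ex540/em590 at 0 and 20 min; normalized to enzyme-free and DMSO wells.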
RGS4 inh: inhibitors of human regulator of G protein signaling 4 | AID 504845 | Transcreener GDP fluorescence polarization, RGS4-accelerated GTP hydrolysis | hit rate 0.039% among 390,000 | P49798 | Potency, µM (series often up to 114 µM), without a hit: at the highest dose activity change, negative = inhibition, most hits filed as inhibitors; also: potency is read from the fitted curve at half-maximal effect; % is scaled to controls: 0 for no effect and ±100 for the full control effect; nearly all actives have a fitted effect of over 75% in size; some results filed as inactive show a strong effect at the top dose
Target sequence (P49798 whole entry, looked up): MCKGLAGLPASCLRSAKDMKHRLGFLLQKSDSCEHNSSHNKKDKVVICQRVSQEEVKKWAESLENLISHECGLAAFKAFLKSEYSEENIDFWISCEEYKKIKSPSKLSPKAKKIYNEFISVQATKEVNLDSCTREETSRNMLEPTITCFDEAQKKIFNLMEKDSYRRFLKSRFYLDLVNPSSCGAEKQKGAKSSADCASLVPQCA
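MLSMR compounds (23 nl, pin-transferred) preincubated 10 min at room temperature with a 500nM (2x) first reagent, then RGS4 at 900nM (2x) plus Transcreener GDP mix added; fluorescence polarization (620/688 nm) read before and after 90 min at 30 °C.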
GRP78 ERSR act: ER stress response induction in glioma. hit rate 0.02% among 420,000. AID 602332. U87-MG GRP78 promoter luciferase reporter, 16 h. Potency, µM, inactives show at the top dose activation, hits mostly activators; also: potency is read from the fitted curve at half-maximal effect; series mostly up to about 76 µM; % of control where 0% means no effect; nearly all actives have a fitted effect of over 35% in size
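ERSR induction read as luciferase luminescence (Bright-Glo, 10 min at room temperature) in stably transfected human U87-MG glioma cells exposed to compounds for 16 h, using GRP78 as sensor.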
Vif-A3G inh: inhibitors of Vif-APOBEC3G interaction; Potency, µM (doses to about 46.1 µM), without a hit: at the top dose activity, negative = active, actives largely listed as inhibitors; HeLa A3G-eYFP + Vif (tagged APOBEC3G with the HIV-1 protein that degrades it), YFP fluorescence, overnight; Q9HC16; AID 602310; hit rate 0.076% among 410,000;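 also: potency is read from the fitted curve at half-maximal effect; % is scaled to controls: 0 for no effect and ±100 for the full control effect; nearly all actives have a fitted effect of over 60% in size; hits raise eYFP signal because A3G escapes Vif-driven loss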
Target sequence (Q9HC16 whole entry, looked up): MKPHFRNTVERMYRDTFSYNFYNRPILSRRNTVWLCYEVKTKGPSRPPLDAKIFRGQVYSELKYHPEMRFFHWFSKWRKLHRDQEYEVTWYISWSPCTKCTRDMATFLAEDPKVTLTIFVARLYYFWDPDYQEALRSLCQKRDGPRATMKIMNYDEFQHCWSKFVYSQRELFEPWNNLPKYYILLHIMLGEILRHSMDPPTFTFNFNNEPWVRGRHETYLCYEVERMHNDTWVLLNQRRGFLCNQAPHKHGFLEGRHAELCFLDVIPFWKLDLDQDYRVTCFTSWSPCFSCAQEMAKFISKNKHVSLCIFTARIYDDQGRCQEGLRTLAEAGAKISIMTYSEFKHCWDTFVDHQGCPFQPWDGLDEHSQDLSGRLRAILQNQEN
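HeLa cells stably expressing Vif and C-terminally eYFP-tagged A3G, seeded overnight at 37 deg C, then exposed to compound by pintool overnight at 37 deg C. Rise in yellow fluorescence (Ex 488/Em 500-530, Acumen) marks blocked Vif-driven A3G degradation.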
ERG Ets-DNA blk: inhibitors of human ERG Ets domain-DNA interaction | hit rate 0.028% among 370,000 | Potency, µM (highest dose often 76.9 µM), inactives show at the top dose FP activity, negative = inhibition, hits mostly inhibitors | P11308 | fluorescence polarization, His-ERG Ets domain / labelled DNA; active = well fitted inhibition curve with a large enough effect in the polarisation, with a control signal flat; inconclusive = small, poorly fitted or top-dose-only effect, or effect the other way, or a change in a side signal; inactive = no such curve, though single readings can be large or run the other way; the % refers to the polarisation;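 also: polarization taken with two DNA probes labelled with fluorescein and Texas red; potency is read from the fitted curve at half-maximal effect; % of control where 0% means no effect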
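His-tagged ERG Ets domain (1 uM in the protein solution; 300mM KCl, 50mM Tris-HCl, 1mM EDTA, 1mM DTT, pH 7.5) received compound, then a probe mix of 5 nM fluorescein-DNA and 100nM Texas-615-DNA. Fluorescence polarization was read for both dyes.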
Active calls of the source: *; ? = inconclusive; / = not tested or not shown; & = joins results of further samples; [ ] = dose if it differs, or a comment. Unless noted, calls follow the shape of the dose curve; as a rule, active = well fitted curve in the direction sought with a large enough effect; inconclusive = small, poorly fitted or top-dose-only effect, or another doubt; inactive = no such curve, though single readings can be large; an effect the other way counts as inactive or inconclusive.

SMILES | D2 antag | D2 ag | 12-LOX inh | Vif-APOBEC3F blk | LDHA inh | RGS4 inh | GRP78 ERSR act | Vif-A3G inh | ERG Ets-DNA blk
CCOc1ccc(-n2c(O)cc(=O)[nH]c2=O)cc1 | -11 | 2.6 | 16% | 3% | -6 | -22% | 0% | -1% | 7%
Cc1ccc(S(=O)(=O)NCC(=O)OCCOc2ccccc2F)cc1 | / | / | 32%[activator] | -1% | 2 | 1% | -1% | 3% | 0%
CC(C)c1ccc(OCC(=O)NNC(=S)NC(=O)c2cccs2)c(Br)c1 | -7 | -0.2 | ? | -1% | -15 | -9% | -2% | -2% | -14%
CCOc1ccc2[nH]c(=O)c(C(c3nnnn3C3CCCCC3)N3CCN(CC)CC3)cc2c1 (stereo not drawn) | / | / | -26% | 8% | 4 | -10% | -5% | 1% | 8%
CCOc1ccccc1NC(=O)C1CCCN(S(=O)(=O)c2cccs2)C1 (stereo not drawn) | / | -0.3 | -40% | -1% | 2 | 0% | -1% | 5% | 0%
CC1(C)CC(NC(=O)Nc2ccc([N+](=O)[O-])cc2)CC(C)(C)N1 | 23 | 2.1 | -11% | 11% | -11 | 24% | 4% | 1% | -10%
COc1cccc(/C=N/c2nc3ccccc3[nH]2)c1O | 3 | -0.3 | 13% | -10% | 9 | -15% | 0% | 2% | 13%
C=CCc1ccc(OCCCN2CCCC(C)C2)c(OC)c1 (stereo not drawn) | -6 | -1.2 | ? | -2% | -8 | -17% | -5% | -2% | -1%
COC(=O)c1ccc(NC(=O)Nc2ccc(OC)cc2)cc1 | -10 | 1.1 | -5% | 1% | -8 | -5% | 3% | -7% | 3%
COc1ccccc1-c1cn[nH]c(=S)n1 | 21 | 0.4 | ? | 2% | -1 | ? | -4% | 0% | -1%
CCN(CC)c1ccc(NC(=O)c2sc3ccccc3c2Cl)cc1 | / | -0.5 | -27% | -11% | 2 | 6% | 0% | -6% | -1%
CCc1noc(C)c1C(=O)N(C)CC(=O)Nc1ccccc1Br | -4 | -0.8 | -2% | 2% | -3 | -2% | -4% | 0% | 0%
CC(=O)NC(C)(c1ccccc1)c1nc(/C=C/c2ccccc2)cs1 (stereo not drawn) | / | / | -11% | / | -8 | / | -2% | -5% | /
CS(=O)(=O)Nc1ccc([N+](=O)[O-])cc1Oc1ccccc1 | 8 | 1.4 | ? | -3% | 1&-3 | 11%[56.9 µM] | -3%&-3%&-3%&-3%&-5%&-2%&-5% | -5%&1% | 11%
COc1ccc(Br)cc1C(=O)Nc1cccc(C)c1 | -6 | 0.3 | 0% | 1% | -5 | 12%[11.4 µM] | -5% | -1% | 2%
CCC(C)[C@H](NC(=O)N1CCN(C)CC1)C(=O)OC (stereo partly drawn) | -14 | 0.7 | -6% | -13% | 1 | 18% | -4% | -1% | -1%
COc1ccc2nc(N3CCCC(C(=O)NCCc4ccc(OC)c(OC)c4)C3)sc2c1 (stereo not drawn) | -5 | -1.8 | -11% | 1% | -3 | 15% | 0% | -8% | 5%
Cc1cc(=O)oc2cc(OCC(=O)OCC(=O)N(C)C3CCS(=O)(=O)C3)ccc12 (stereo not drawn) | 2 | 0.0 | -4% | -1% | -4 | -17% | -3% | 3% | -13%
CCCN(C(=O)CCc1nc(-c2ccc(C)cc2)no1)c1ccc(OCC)cc1 | / | 0.8 | ? | -8% | -5 | 11% | -4% | 2% | 19%
COC(=O)c1ccc(CN2CCC(Oc3ccc(C(=O)N4CCCCC4)cc3)CC2)cc1 | / | / | -7% | 1% | 2 | -1% | -3% | -1% | 11%
CCOC(=O)C1CN(S(=O)(=O)c2ccc(C)cc2)c2ccccc2O1 (stereo not drawn) | -7 | 0.5 | 233%[activator] | -7% | -1 | 8% | 14% | -7% | 6%
Cc1cc(=O)n(CC(=O)NC(C)c2ccccc2)c2c1c(C)nn2C (stereo not drawn) | / | -0.8 | 50µM* | -3% | -2 | 0% | 1% | 1% | -4%
O=C(CNCc1ccc(Cl)cc1)Nc1cccc(C(=O)O)c1 | -5 | -1.0 | ? | -13% | -10 | 0% | -3% | -2% | 17%
Cn1c(=O)[nH]c2sc3c(c2c1=O)CC(C)(C)OC3 | 27 | -1.1 | -19% | -6% | -2 | 22% | -3% | -1% | -4%
COC(=O)c1sc(SC)nc1N | 4 | 1.3 | / | -18% | -10 | -4% | -1% | -2% | 0%
CC1(C)CC(=O)C2=C(C1)N(CCN1CCOCC1)C1=C(C(=O)CC(C)(C)C1)C2c1ccc(Cl)c([N+](=O)[O-])c1 | -5 | 2.3 | -15% | -1% | -2 | -21% | -4% | 1% | 10%
CCOc1cc2c(cc1OCC)C(C(=O)O)C(c1cc(OC)c(OC)c(OC)c1)N(C)C2=O (stereo not drawn) | -6 | 0.7 | -4% | -5% | -5 | -9% | -3% | 3% | 6%
COc1ccc(S(=O)(=O)Nc2cc3c4c(c2)CCN4C(=O)CC3)cc1OC | 4 | 1.1 | ? | 7% | -2 | -3% | -3% | -1% | 5%
CC(C)CCn1c(SCc2ccc(Cl)cc2)nc2c1c(=O)[nH]c(=O)n2C | 10 | -0.5 | ? | -5% | -8 | -50% | -4% | 0% | /
Cc1ccc(C)c(N2CCN(S(=O)(=O)c3cccc4cccnc34)CC2)c1 | 7 | -0.5 | ? | 12% | -5 | 12% | -3% | 0% | 10%

Limited to RGS4 inh, D2 ag and Vif-APOBEC3F blk, for some of the entries so far:
Structure,RGS4 inh,D2 ag,Vif-APOBEC3F blk
Cc1cc(=O)n(CC(=O)NC(C)c2ccccc2)c2c1c(C)nn2C (stereo not drawn),0%,-0.8,-3%
O=C(CNCc1ccc(Cl)cc1)Nc1cccc(C(=O)O)c1,0%,-1.0,-13%
Cn1c(=O)[nH]c2sc3c(c2c1=O)CC(C)(C)OC3,22%,-1.1,-6%
COC(=O)c1sc(SC)nc1N,-4%,1.3,-18%
CC1(C)CC(=O)C2=C(C1)N(CCN1CCOCC1)C1=C(C(=O)CC(C)(C)C1)C2c1ccc(Cl)c([N+](=O)[O-])c1,-21%,2.3,-1%

(continued)
SMILES | D2 antag | D2 ag | 12-LOX inh | Vif-APOBEC3F blk | LDHA inh | RGS4 inh | GRP78 ERSR act | Vif-A3G inh | ERG Ets-DNA blk
Cc1cc(Nc2cccc(C(F)(F)F)c2)nc2ccc(NC(=O)c3cccnc3)cc12 | / | -0.4 | 1% | -4% | -7 | 17% | -12% | -20% | 22%
Cc1ccc(CCNC(=O)NC(C)(C)C)cc1 | 14 | -0.1 | 0% | -3% | 1 | 1% | -2% | 0% | -2%
CCc1cc2c(-c3ccccc3)cc(=O)oc2cc1OCC(=O)NCC1CCC(C(=O)O)CC1 (stereo not drawn) | 4 | -1.1 | 32%[activator] | 9% | -8 | -5% | -2% | 1% | 5%
CCOC(=O)c1c(NC(=O)COC(=O)Cc2n[nH]c(=O)c3ccccc23)sc(C(=O)NC)c1C | / | / | 4% | -1% | -4 | -4% | -3% | -7% | 1%
Cc1c(NC(=O)c2ccc(Br)o2)cccc1C(=O)O | -21 | 0.6 | 3% | -8% | -3 | 6% | 3% | 4% | 3%
Cc1ccc(Nc2nc3ccccc3o2)cc1F | -12 | 0.0 | / | -26% | -5 | -41%[11.4 µM] | -2% | -3% | -2%
Cc1ccc(C)c(S(=O)(=O)N2CCN(C(=O)Cn3cnc4c3c(=O)n(C)c(=O)n4C)CC2)c1 | / | / | 5% | -16% | -6 | 22% | 0% | 2% | 2%
Cc1ccc(S(=O)(=O)N(C)C)cc1NC(=O)COc1ccc(-c2nnco2)cc1 | 3 | -0.5 | 10% | -13% | -10 | 11% | -4% | 1% | 8%
COc1ccccc1N1CCN(C(=O)C2CC2)CC1 | / | / | 4% | 2% | 1 | -8% | -4% | 1% | 1%
CCCCOC(=O)Nc1nnc(CC)s1 | -3 | 0.7 | 18% | 1% | -10 | 13% | 1% | 0% | /
O=c1oc2ccccc2c(O)c1Sc1c(O)c2ccccc2oc1=O | / | / | / | 4% | 2 | -47% | 3% | -13% | 10%
Cc1ccc(C(=O)Nc2c(C(=O)NCc3ccco3)cnn2-c2ccccc2)cc1 | -12 | 0.6 | -2% | 0% | -1 | -35% | -6% | -1% | /
Cc1csc(NC(=O)/C=C/c2ccc3c(c2)OCO3)n1 | 10 | -0.2 | 1% | 2% | -1 | -29% | 0% | -10% | -4%
CC(C)[C@H](NC(=O)N1CC(=O)Nc2ccccc21)C(=O)N[C@H](C(=O)O)c1ccccc1 | -18 | 0.1 | -4% | -18% | 0 | -2%[56.9 µM] | -7% | 4% | -10%
CC(=O)Nc1cnc(-c2ccc(O)cc2C)cn1 | / | / | ? | / | -1 | / | 0% | -3% | /
Cc1ccc(C)c(N2CCN(C(=O)c3ccc(Cn4c(=O)[nH]c5ccccc5c4=O)cc3)CC2)c1 | -2 | 1.4 | -17% | / | -2 | -17% | -6% | 1% | 3%

Looked up by structure from above (two):
SMILES | D2 antag | D2 ag | 12-LOX inh | Vif-APOBEC3F blk | LDHA inh | RGS4 inh | GRP78 ERSR act | Vif-A3G inh | ERG Ets-DNA blk
CCc1cc2c(-c3ccccc3)cc(=O)oc2cc1OCC(=O)NCC1CCC(C(=O)O)CC1 (stereo not drawn) | 4 | -1.1 | 32%[activator] | 9% | -8 | -5% | -2% | 1% | 5%
Cc1ccc(C)c(S(=O)(=O)N2CCN(C(=O)Cn3cnc4c3c(=O)n(C)c(=O)n4C)CC2)c1 | / | / | 5% | -16% | -6 | 22% | 0% | 2% | 2%

High-throughput results deposited in PubChem BioAssay by National Center for Advancing Translational Sciences (NCATS).

This is a subset (hit frequency here may not be typical).
